Assay outcomes from PubChem.
V1aR counter: V1a receptor agonism, counter-screen for OXTR agonists. activation, % at 3 µM. CHO-V1R cells, Fluo-8 calcium fluorescence, agonist mode; 0% DMSO, 100% 3 nM vasopressin. 320,000 compounds, 0.25% hits. AID 2797. P37288;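 active = activation above the mean activation of all tested compounds plus 3 SD, per screening run, cut at about 20% in these data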;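 note: signal is peak over basal fluorescence ratio across a 100 second FLIPR read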
Target sequence (P37288 whole entry, looked up): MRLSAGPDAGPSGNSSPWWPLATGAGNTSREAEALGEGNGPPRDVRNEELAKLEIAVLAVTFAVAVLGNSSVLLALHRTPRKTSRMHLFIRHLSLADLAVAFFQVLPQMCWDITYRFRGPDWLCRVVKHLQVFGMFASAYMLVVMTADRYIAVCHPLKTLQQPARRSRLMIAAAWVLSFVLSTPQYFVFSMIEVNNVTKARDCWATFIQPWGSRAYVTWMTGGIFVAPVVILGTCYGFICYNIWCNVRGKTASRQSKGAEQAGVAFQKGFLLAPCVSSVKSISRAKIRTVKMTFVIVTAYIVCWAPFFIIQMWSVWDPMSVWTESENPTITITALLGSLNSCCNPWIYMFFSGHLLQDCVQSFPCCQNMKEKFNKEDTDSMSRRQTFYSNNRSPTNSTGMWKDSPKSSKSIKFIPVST
NALP1 yeast inh: NALP1 inhibition; inhibition, % at 10 µM; S. cerevisiae NALP1/ASC/caspase-1 growth, X-gal OD620, 72 h; 280,000 compounds, 0.61% hits; AID 2071; in the data active = inhibition mostly above about 24%, no sharp cut-off; inactive = mostly below about 32%; note: some compounds called inactive have numbers as strong as hits
M18AAP inhibitor: blocks P. falciparum M18 aspartyl aminopeptidase | recombinant PfM18AAP, H-Glu-NHMec fluorogenic cleavage | inhibition, % at 7.35 µM | 290,000 compounds, 1.2% hits;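 active = inhibition above the campaign mean inhibition over all tested compounds plus 3 SD, cut at about 28% in these data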;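 note: 0% = plate median of test compound wells and 100% = 2 mM ZnCl2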
MEKK2 mut-MEK5: signal of MEK5 binding to mutant human MEKK2 PB1 domain; bead flow cytometry, Alexa488-MEK5 binding to MEKK2 mutant; percent response, % at 10 µM; 290,000 compounds, 0.35% hits; AID 1530; in the data active = percent response above about 24%, passing the limit was not always enough; note: inactives centre near 1; some results filed as inactive read as strong as hits
GPR7 antagonist: antagonists of human GPR7 (neuropeptides B/W receptor 1). P48145. GPR7-expressing cells, fluorescence antagonist assay. inhibition, % at 4.4 µM. 290,000 compounds, 1.1% hits; in the data active = inhibition above about 16%, passing the limit was not always enough;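 note: cells stimulated with the agonist NPW; 0% = agonist with vehicle and 100% = vehicle without agonist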
Target sequence (P48145 whole entry, looked up): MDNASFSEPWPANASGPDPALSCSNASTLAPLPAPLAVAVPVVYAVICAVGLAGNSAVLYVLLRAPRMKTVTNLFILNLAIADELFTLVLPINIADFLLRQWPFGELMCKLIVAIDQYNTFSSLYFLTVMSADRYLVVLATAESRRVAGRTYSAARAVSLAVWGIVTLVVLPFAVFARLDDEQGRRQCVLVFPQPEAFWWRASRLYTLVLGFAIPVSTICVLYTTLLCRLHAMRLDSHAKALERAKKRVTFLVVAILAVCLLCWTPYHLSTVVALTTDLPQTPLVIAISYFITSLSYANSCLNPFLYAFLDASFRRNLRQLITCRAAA
OXTR agonist: agonists of human oxytocin receptor; P30559; CHO-OTR cells, Fluo-8 calcium fluorescence; normalized: DMSO 0%, oxytocin 100%; activation, % at 3 µM; 320,000 compounds, 0.32% hits; AID 2435;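 active = activation above the mean of all tested compounds plus 3 SD, cutoff set per screening run, cut at about 20% in these data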;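 note: peak over basal fluorescence ratio from a 100 s FLIPR kinetic read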
OXTR potentiator: potentiators of human oxytocin receptor. P30559. CHO-OTR cells, Fluo-8 calcium fluorescence, potentiator mode; 0% = oxytocin EC15, 100% = EC100. activation, % at 3 µM. 320,000 compounds, 0.061% hits. AID 2445;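 active = activation above that plate's cutoff, the mean activation of tested compounds plus 3 SD, cut at about 6.6% in these data, passing the limit was not always enough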;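 note: 100% uses oxytocin at 75 nM as the full agonist control; some results filed as inactive read as strong as hits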
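Assay system: CHO cell line stably expressing human OTR. Reagent: EC15 oxytocin agonist. Dosing: single dose, 3.0 µM nominal final compound concentration. Timing: compound 6 min at room temperature before oxytocin, 100 s read. Signal: kinetic Fluo-8 calcium fluorescence. Controls: oxytocin EC15 low and EC100 high.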
GalR3 antag: blocks the human galanin receptor 3; HEK293 GalR3-CNG cAMP membrane potential fluorescence; galR3 body fused to GalR1 C-terminus; inhibition, % at 3 µM; 360,000 compounds, 0.44% hits;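 active = inhibition above the screen-wide average plus 3 SD, cut at about 13% in these data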;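 note: forskolin and galanin both at EC90 stimulate the cells; cAMP rise reported by CNG channel membrane potential dye signal; 0% = forskolin plus galanin with DMSO and 100% = forskolin alone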
Target sequence (O60755 1-299 limits assumed): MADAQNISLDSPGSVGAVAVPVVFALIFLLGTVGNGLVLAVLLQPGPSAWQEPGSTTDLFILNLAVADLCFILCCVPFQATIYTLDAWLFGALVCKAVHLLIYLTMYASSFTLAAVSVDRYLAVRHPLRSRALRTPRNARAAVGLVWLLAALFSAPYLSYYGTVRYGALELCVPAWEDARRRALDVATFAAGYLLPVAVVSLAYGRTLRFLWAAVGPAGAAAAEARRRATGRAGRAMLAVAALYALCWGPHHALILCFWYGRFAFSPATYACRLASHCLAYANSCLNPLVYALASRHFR
MEKK2 WT-MEK5: raises or lowers MEK5 binding to wildtype human MEKK2 PB1 domain. Q9Y2U5. bead flow cytometry, Alexa488-MEK5 binding to MEKK2 WT; actives lie on both sides. binding response (% of control), % at 10 µM. 290,000 compounds, 1.1% hits; in the data active = binding response below about 67% or above about 130%
* hit, by the source's call; . = not tested or not shown. Outcome played no part in choosing rows, and some 4.1% of all compounds hit somewhere here.

item | structure | V1aR counter | NALP1 yeast inh | M18AAP inhibitor | MEKK2 mut-MEK5 | GPR7 antagonist | OXTR agonist | OXTR potentiator | GalR3 antag | MEKK2 WT-MEK5
1 | O=C(Nc1ccc(F)cc1F)N1CCCN(c2ccc([N+](=O)[O-])cn2)CC1 | 0.8 | 25 | 4 | 1 | -14 | 0.4 | 7 | -8 | 99
2 | O=C1NC2(CCCc3ccccc32)C(=O)N1CCOc1ccc(Br)cc1 (configuration not stated) | 1.0 | -3 | 2 | 9 | 9 | 1.7 | -21 | -6 | 108
3 | c1ccc2[nH]c(NCc3ccc4c(c3)OCO4)nc2c1 | 2.0 | 10 | 2 | 5 | -1 | 2.2 | -2 | 0 | 113
4 | CCn1nccc1C(=O)Nc1ccccc1OC | -0.6 | 26 | -15 | 1 | 6 | -0.2 | -10 | -8 | 103
5 | CCc1cc(C(=O)NN2C(=O)NC3(CCCCC3)C2=O)sc1C | -0.3 | . | . | . | . | -0.7 | 3 | -4 | .
6 | CN=C1NN=C(c2cc(C)n(-c3c(C)n(C)n(-c4ccccc4)c3=O)c2C)CS1 | -0.4 | -7 | 1 | -2 | -11 | 0.1 | -8 | -1 | 98
7 | COc1cc(CN(C)CC2CCCN(CCc3cccc(C(F)(F)F)c3)C2)ccc1O (configuration not stated) | 1.1 | 12 | -1 | 28* | -14 | 1.0 | -2 | -12 | 156*
8 | O=C(NNS(=O)(=O)c1ccccc1)c1cccs1 | 0.0 | 13 | 17 | 18 | 3 | -0.2 | -9 | -1 | 104
9 | CCCCOC(=S)NC(=O)c1sc2ccccc2c1Cl | -0.8 | 1 | 4 | -1 | -5 | -2.2 | -1 | 0 | 99
10 | Cc1cc(C)c(CN2CCC(n3nccc3NC(=O)C3CCCC3)CC2)cc1C | 3.3 | -20 | -3 | 4 | -5 | 1.2 | -6 | 1 | 119
11 | COc1ccc(C(=O)N2CCCC(c3ccccc3)=N2)cc1 | -0.8 | 5 | -11 | -1 | -16 | -1.6 | 5 | 0 | 112
12 | COc1ccccc1N1CCN(C(=O)c2oc3cc(C)cc(C)c3c2C)CC1 | -1.1 | -25 | 2 | 4 | -17 | -1.4 | -8 | -6 | 97
13 | C/C(=N\Nc1cccc2cccnc12)c1ccccc1O | 0.2 | 0 | 1 | -5 | -3 | -0.1 | -3 | 1 | 102
14 | CCN(CC)C(=O)C1CCN(S(=O)(=O)c2cccc3nonc23)CC1 | -0.8 | 43* | 1 | -3 | -2 | 0.6 | 0 | -3 | 93
15 | COc1ccccc1-n1c(SCC(=O)Nc2ccc3c(c2)OCO3)nc2c(c1=O)SCC2 | -0.2 | 36 | 4 | . | -7 | -0.3 | -2 | -6 | .
16 | CC(=O)Nc1cccc(-c2csc(Nc3ccc(C)cn3)n2)c1 | -1.2 | 25 | -6 | 6 | -2 | -2.2 | -5 | -8 | 107
17 | O=C(c1cc(S(=O)(=O)NCc2ccco2)ccc1Br)N1CCOCC1 | -0.5 | . | . | . | . | 0.4 | -3 | 1 | .
18 | O=S(=O)(Nc1ncccn1)c1ccc(NS(=O)(=O)c2cccc(Cl)c2Cl)cc1 | 0.4 | -16 | -11 | 4 | -27 | 0.8 | 4 | -5 | 94
19 | O=C(COC(=O)C12CC3CC(CC(O)(C3)C1)C2)N1CCN(S(=O)(=O)c2ccc(Cl)cc2)CC1 | -1.1 | -6 | -6 | 9 | -9 | -0.1 | -12 | 5 | 115
20 | CCC(=O)N1CCC2(CC1)Oc1ccc(Cl)cc1C(=O)C21CC(c2ccc(Cl)cc2)=NO1 (configuration not stated) | 0.6 | 23 | . | 6 | . | -0.3 | -7 | -4 | 99
21 | CC(Oc1ccccc1)C(=O)N1CCCc2ccccc21 (configuration not stated) | -0.5 | -3 | 4 | 0 | -9 | -1.9 | -18 | -5 | 94
22 | CCCCNC(=O)CCn1c(=O)c2ccccc2n(CC(=O)N2CC(C)CC(C)C2)c1=O (configuration not stated) | 4.1 | 13 | 5 | 4 | -12 | -0.1 | -5 | 4 | 98
23 | CCCN1C2CCCC1CC(NC(=O)C1CCCCC1)C2 (configuration not stated) | 1.1 | 8 | -5 | 3 | -11 | 0.6 | -14 | 0 | 103
24 | Cc1ccc(CN(CCO)CCO)cc1 | 0.7 | 0 | -3 | -5 | -18 | 0.6 | -8 | -5 | 98
25 | Cc1cc(OCC(=O)N2CCOCC2)cc2oc(=O)c3ccccc3c12 | 5.2 | -5 | 8 | -15 | -18 | 3.5 | -7 | 4 | 91
26 | Cc1ccccc1N(CC(=O)NC(C)(C)C)C(=O)c1ccc(-c2ccccc2)[nH]1 | 0.2 | 13 | 3 | 0 | -5 | 0.0 | -1 | -4 | 106
27 | CCC(=O)Nc1ccc(F)c(Cl)c1 | 0.7 | -9 | -5 | 10 | -7 | 0.2 | -5 | . | 107
28 | CCN(CC)C(=O)Oc1ccc(Cl)c2cccnc12 | -0.8 | 1 | 6 | -1 | -10 | -0.8 | 3 | 0 | 100
29 | Cc1ccc(C(=O)N/C(=C/c2ccc(F)cc2)C(=O)NCc2ccncc2)cc1 | 0.3 | . | -3 | -2 | -5 | 0.2 | -7 | -2 | 96
30 | CCCN1CCC(NCC(C)c2ccccc2)CC1 (configuration not stated) | 0.4 | 10 | 5 | 10 | -13 | 2.2 | 3 | -8 | 108
31 | CCCCNc1c(N)n(CC(C)C)c(=O)[nH]c1=O | 0.3 | 6 | -13 | -1 | -4 | -0.5 | 2 | 1 | 92
32 | CN(C)c1ccc(-c2nnn(CC(=O)NCc3ccc4c(c3)OCO4)n2)cc1 | 0.2 | 12 | 14 | -20 | 24* | 1.6 | -9 | -5 | 81
33 | O=C(NCCN1CCN(c2ccccc2)CC1)Nc1ccccc1Cl | 0.5 | 10 | 2 | 8 | -9 | -2.1 | -10 | -7 | 109
34 | Cc1cccc(NC(=S)Nc2ccc(Br)cc2)c1 | 2.0 | 5 | -1 | 5 | 2 | 4.6 | -22 | -2 | 111
35 | COc1ccc(F)cc1S(=O)(=O)NCC(=O)NCc1cc(=O)n(C)c(=O)n1C | 0.1 | 13 | 4 | 3 | -13 | 0.0 | -5 | 5 | 106
36 | Cc1ccc(-n2nc3c(=O)n(CCCC(=O)NCc4ccco4)nc(C)c3c2C)cc1 | -1.1 | -12 | 4 | 8 | -16 | -1.2 | -6 | -4 | 99
37 | COc1ccc(CN2C(=O)c3ccccc3C2=O)cc1C(=O)Nc1ccc(C)cc1C | -1.7 | 22 | 4 | -3 | 0 | -2.6 | -8 | 1 | 94
38 | CSc1ncccc1C(=O)N1CCN(S(=O)(=O)c2ccc(C)cc2)CC1 | 2.3 | -3 | 3 | 4 | 6 | 3.5 | -8 | -9 | 101
39 | COc1ccc(N/C=C/c2nc(SC)nnc2C)cc1 | 3.6 | 8 | 2 | 0 | 6 | 2.8 | 4 | 0 | 108
40 | CC(=O)Nc1nc(N)n(-c2ccccc2)n1 | 1.8 | . | 12 | -1 | 2 | 1.4 | -7 | -2 | 100
41 | C[C@@]12C(=O)N(c3cccc(F)c3)C(=O)N1[C@@H]1c3ccccc3OC[C@@H]1[C@H]2c1ccccc1 | 0.7 | . | . | . | . | -1.4 | -3 | 6 | .
42 | O=C(CN1CCC(NC(=O)c2cccc(F)c2)CC1)Nc1ccc(Br)cc1 | . | 17 | -15 | 5 | 9 | . | . | -1 | 106
43 | COCCn1c(SCC(=O)OCc2ccccc2)nc2c1c(=O)[nH]c(=O)n2C | 0.5 | . | . | 7 | . | -0.8 | -5 | . | 106
44 | O=[N+]([O-])c1cccnc1NCc1cccs1 | -0.8 | 3 | 6 | -8 | -19 | -1.0 | 0 | 0 | 96
45 | COc1ccc(C(=O)c2nccc3ccccc23)cc1 | 0.2 | -28 | 2 | -4 | -1 | -1.4 | -4 | 0 | 95
46 | CCOC(=O)C1=C(C)N=C2SCCC(=O)N2C1c1ccc(C(=O)OC)cc1 (configuration not stated) | 0.7 | 5 | 2 | 4 | 2 | -0.5 | -1 | -5 | 105
47 | CCN1CCN(C(=O)CS(=O)(=O)Cc2nc(-c3ccc(C)cc3)oc2C)CC1 | 2.1 | 25 | 2 | 9 | -11 | -0.9 | -6 | . | 114
48 | O=C(Oc1cc(-c2ccccc2)no1)c1ccc(F)cc1 | 0.8 | 5 | 3 | 4 | 0 | 0.1 | -12 | 1 | 103
49 | COc1cccc(C(=O)NCCS(=O)(=O)NCc2cccnc2)c1 | 0.0 | . | . | . | . | -0.2 | 2 | -1 | .
50 | COc1ccccc1C(O)P(=O)(OCC(C)C)c1ccc(N(C)C)cc1 (configuration not stated) | -0.7 | -22 | -3 | 5 | -6 | -0.1 | -10 | -10 | 107

(list continues)
item | structure | V1aR counter | NALP1 yeast inh | M18AAP inhibitor | MEKK2 mut-MEK5 | GPR7 antagonist | OXTR agonist | OXTR potentiator | GalR3 antag | MEKK2 WT-MEK5
51 | CSCC[C@H](NC(=O)c1ccc2c(c1)OCO2)c1nnc2ccccn12 | 0.9 | 16 | 5 | -2 | -2 | -0.4 | -3 | 3 | 97
52 | COc1ccc(-c2ccc(-c3noc(-c4ccccc4)n3)c(OC)n2)cc1 | -0.8 | 32 | 3 | 0 | -10 | -1.4 | 5 | -6 | 97
53 | COc1ccc(N2CCN(Cc3ccc(Br)s3)CC2)cc1 | -0.7 | 24 | -3 | 4 | 5 | -1.4 | -7 | -6 | 104
54 | Fc1ccc2nc(Nc3nc4c(F)cc(F)cc4s3)sc2c1 | 0.3 | 8 | 2 | -10 | -9 | 1.0 | -5 | -5 | 92
55 | COC(=O)c1cc(=O)n(Cc2ccco2)c(=Nc2ccc(F)cc2)s1 | -0.5 | 6 | 7 | 13 | -3 | -1.9 | -4 | . | 105
56 | O=C(CNC(=O)/C(=C\c1ccc(F)cc1)NC(=O)c1ccccc1)OCc1ccccc1 | -0.8 | 3 | -2 | 2 | -1 | -1.9 | -7 | 0 | 94

Filtered by structure, those above containing a Cl atom (seven)
item | structure | V1aR counter | NALP1 yeast inh | M18AAP inhibitor | MEKK2 mut-MEK5 | GPR7 antagonist | OXTR agonist | OXTR potentiator | GalR3 antag | MEKK2 WT-MEK5
9 | CCCCOC(=S)NC(=O)c1sc2ccccc2c1Cl | -0.8 | 1 | 4 | -1 | -5 | -2.2 | -1 | 0 | 99
18 | O=S(=O)(Nc1ncccn1)c1ccc(NS(=O)(=O)c2cccc(Cl)c2Cl)cc1 | 0.4 | -16 | -11 | 4 | -27 | 0.8 | 4 | -5 | 94
19 | O=C(COC(=O)C12CC3CC(CC(O)(C3)C1)C2)N1CCN(S(=O)(=O)c2ccc(Cl)cc2)CC1 | -1.1 | -6 | -6 | 9 | -9 | -0.1 | -12 | 5 | 115
20 | CCC(=O)N1CCC2(CC1)Oc1ccc(Cl)cc1C(=O)C21CC(c2ccc(Cl)cc2)=NO1 (configuration not stated) | 0.6 | 23 | . | 6 | . | -0.3 | -7 | -4 | 99
27 | CCC(=O)Nc1ccc(F)c(Cl)c1 | 0.7 | -9 | -5 | 10 | -7 | 0.2 | -5 | . | 107
28 | CCN(CC)C(=O)Oc1ccc(Cl)c2cccnc12 | -0.8 | 1 | 6 | -1 | -10 | -0.8 | 3 | 0 | 100
33 | O=C(NCCN1CCN(c2ccccc2)CC1)Nc1ccccc1Cl | 0.5 | 10 | 2 | 8 | -9 | -2.1 | -10 | -7 | 109
